# Bioassay records deposited in PubChem by several laboratories.
# DNMT1 inh: human DNMT1 methyltransferase inhibitors, primary screen, biochemical, molecular beacon, fluorescence, HinP1I cleavage, uHTS; DNA (cytosine-5)-methyltransferase 1 (Homo sapiens), P26358; inhibition (reported as % activation of signal), % at 10 µM; hit rate 0.83% among 360,000; AID 588458, 2011; in the data active means inhibition above about 50%
# Scp-1 inhibitor: Scp-1 phosphatase inhibitors, primary screen, biochemical, colorimetric, uHTS; Carboxy-terminal domain RNA polymerase II polypeptide A small phosphatase 1 (Homo …; Recombinant Scp1, phosphopeptide, malachite green phosphate absorbance; inhibition, % at 20 µM; hit rate 0.88% among 340,000;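 active means inhibition above about 50% at 20 µM, limit read from the data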;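 further: plate controls were DMSO wells with enzyme for no effect and wells lacking enzyme for full effect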
# Target sequence (Q9GZU7 76-261 limits assumed): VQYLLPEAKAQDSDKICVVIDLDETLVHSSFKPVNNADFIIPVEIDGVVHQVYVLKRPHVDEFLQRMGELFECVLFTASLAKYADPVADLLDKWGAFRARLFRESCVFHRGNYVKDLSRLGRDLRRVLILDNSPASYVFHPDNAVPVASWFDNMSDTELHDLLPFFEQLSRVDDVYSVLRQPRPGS
#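 Assay system: SCP-1 catalytic fragment, aa 76-261 | Buffer or medium: Tris acetate buffer pH 5.5 with MgCl2 and Tween-20 | Compound: One concentration, 20 µM, with 1.0% DMSO | Also added: Phospho 17-mer peptide substrate | Signal: Absorbance at 630 nm | Incubation: 45 min enzyme reaction at room temperature | Measure: % inhibition of SCP-1 phosphate liberation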
# CSN deneddyl inh: inhibitors of CSN-mediated cullin deneddylation, primary screen, biochemical, fluorescence polarization, uHTS | COP9 signalosome complex subunit 5 (Homo sapiens), Q92905 | Purified CSN, SCF-Nedd8-OG deneddylation | inhibition, % at 12.5 µM | hit rate 0.38% among 360,000;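 active means pattern-corrected inhibition above about 35%, with an unprinted fluorescence ratio check between 0.5 and 1.5, limit read from the data, passing the limit was not always enough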;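 further: 0% = enzyme with substrate and 100% = substrate without enzyme; some results filed as inactive read as strong as hits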
#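 Assay system: Purified human Csn5 enzyme expressed in HEK293T cells | Amount: Enzyme 0.24 nM | Measured by: Fluorescence polarization readout | Medium: Tris/NaCl/DTT buffer, pH 7.5 | Compound dosing: One concentration, 12.5 µM, 0.25% DMSO | Times: 90 min incubation of compound, enzyme and substrate at room temperature | Control set: no-enzyme wells high, enzyme-with-substrate wells low | Read-out: % inhibition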
# Rpn11 block: Rpn11 (PSMD14) deubiquitinase inhibitors, primary screen, biochemical, fluorescence polarization, uHTS; 26S proteasome non-ATPase regulatory subunit 14 (Homo sapiens), O00487; human 26S proteasome, Ub4-pepOG fluorescence polarization; 20S core pre-blocked with epoxomicin; calls only at 20 µM; hit rate 0.59% among 360,000; AID 588493, 2011;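 active means inhibition at 20 µM, scaled to each plate's controls, above about 33%, limit read from the data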
# NadD inh: inhibitors of S. aureus NadD, primary screen, biochemical, colorimetric, uHTS | Nicotinate-nucleotide adenylyltransferase NadD (Staphylococcus aureus N315) | purified NadD enzyme, colorimetric absorbance read-out | inhibition, % at 20 µM | hit rate 0.78% among 360,000 | AID 602399, 2012; in the data active means inhibition above about 26%; further: some compounds past the cut are filed as inactive
# MsrA inh: bovine MsrA enzyme inhibitors, primary screen, biochemical, absorbance, HTS; inhibition, % at 15.5 µM; hit rate 0.75% among 360,000; Methionine sulfoxide reductase A (Bos taurus); purified bovine MsrA, absorbance read-out; AID 651718, 2012; in the data active means inhibition above about 4.5%;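 further: 0% = vehicle wells with enzyme and 100% = reference inhibitor wells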
# LMPTP inh: LMPTP phosphatase inhibitors, primary screen, biochemical, fluorescence intensity, uHTS | hit rate 0.22% among 360,000 | inhibition, % at 20 µM | recombinant LMPTP-A, OMFP fluorogenic substrate | Low molecular weight phosphotyrosine protein phosphatase (Homo sapiens), P24666;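 active means compounds that cut the enzyme signal by at least half of the control window in the single-dose screen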;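 further: plate controls were DMSO wells with enzyme plus substrate for no effect and substrate without enzyme for full effect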
# Target sequence (P24666 whole entry, looked up): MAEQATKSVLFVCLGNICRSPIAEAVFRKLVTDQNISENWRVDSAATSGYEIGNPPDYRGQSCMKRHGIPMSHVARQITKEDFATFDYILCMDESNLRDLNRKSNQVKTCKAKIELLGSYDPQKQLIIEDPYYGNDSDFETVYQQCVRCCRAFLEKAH
#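 Test system – LMPTP-A phosphatase enzyme · Quantity – 0.625 nM LMPTP-A final · Reagent – OMFP substrate, 400 µM final · Dosing – one test concentration per compound, 20 µM, with 3% DMSO overall · Timing – 50 min enzyme reaction at room temperature, protected from light · Detection – fluorescence intensity · Controls – substrate-only low control, DMSO enzyme-plus-substrate high control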
# STEP inh: STEP phosphatase inhibitors, primary screen, biochemical, fluorescence intensity, uHTS; AID 588621, 2011; inhibition, % at 20 µM; hit rate 0.25% among 360,000; recombinant STEP, OMFP fluorogenic substrate; Tyrosine-protein phosphatase non-receptor type 5 (Homo sapiens), P54829;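 active means inhibition at 20 µM, scaled per plate between control wells, above about 37%, limit read from the data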;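 further: 0% = DMSO with enzyme and substrate and 100% = substrate only without enzyme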
# Target sequence (P54829 whole entry, looked up): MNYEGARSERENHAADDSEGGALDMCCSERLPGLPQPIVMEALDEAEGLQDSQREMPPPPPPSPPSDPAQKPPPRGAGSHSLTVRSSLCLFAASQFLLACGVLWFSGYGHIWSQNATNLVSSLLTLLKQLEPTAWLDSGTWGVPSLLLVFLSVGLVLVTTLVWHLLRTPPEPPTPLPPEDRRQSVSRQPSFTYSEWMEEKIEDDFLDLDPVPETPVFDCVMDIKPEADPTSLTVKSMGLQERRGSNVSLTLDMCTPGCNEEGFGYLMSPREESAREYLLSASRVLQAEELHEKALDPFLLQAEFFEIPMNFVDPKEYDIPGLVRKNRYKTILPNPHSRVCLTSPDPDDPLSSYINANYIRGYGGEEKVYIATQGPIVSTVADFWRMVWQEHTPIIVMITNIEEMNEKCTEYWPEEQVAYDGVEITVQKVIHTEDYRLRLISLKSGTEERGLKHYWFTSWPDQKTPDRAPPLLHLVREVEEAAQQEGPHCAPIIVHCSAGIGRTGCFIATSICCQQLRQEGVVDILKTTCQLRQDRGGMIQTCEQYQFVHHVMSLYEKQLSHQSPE
#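 Test system: STEP tyrosine phosphatase / Reagent: OMFP at 25 µM / Doses: 20 µM, 1% DMSO / Read-out: percent inhibition scaled to no-enzyme and uninhibited-enzyme controls, plate-pattern corrected / Detection: FITC-channel fluorescence of OMFP product / Medium: Bis-Tris buffer pH 6.0, 2.5 mM DTT, 0.005% Tween 20 / Schedule: 20 min at room temperature, dark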
# Tb MetRS inh: T. brucei MetRS inhibitors, primary screen, biochemical, luminescence; AID 624268, 2012; inhibition, % at 11.9 µM; hit rate 0.4% among 360,000; purified T. brucei MetRS, ATP depletion, Kinase-Glo luminescence;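 active means inhibition above a per-plate cutoff of the control wells' mean inhibition plus 3 SD, cut at about 5.5% in these data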;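 further: 0% = DMSO wells median and 100% = median of wells with control inhibitor compound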
#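 Material – parasite MetRS enzyme · Medium – HEPES-MgCl2-KCl buffer plus DTT, spermine, BSA, pyrophosphatase · Reagent – ATP, methionine and E. coli bulk tRNA substrates · Times – 15 min enzyme-compound preincubation, 2 h reaction, 10 min detection, 25 °C · Measured by – luminescence of leftover ATP · Evaluation – percent inhibition relative to median high and low control wells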
# SUMO1 PPI mod: modulators of SUMO1 protein-protein interactions, primary screen, biochemical, uHTS | SUMO1 binding to a labelled peptide, TR-FRET, 1 h | inhibition, % at 20 µM | hit rate 0.33% among 360,000 | Small ubiquitin-related modifier 1 (Homo sapiens), P63165; in the data active means inhibition above about 37%
# Target sequence (P63165 whole entry, looked up): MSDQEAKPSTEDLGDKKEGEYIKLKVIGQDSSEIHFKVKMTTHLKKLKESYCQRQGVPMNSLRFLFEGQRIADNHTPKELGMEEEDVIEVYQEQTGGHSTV
# * marks the source's active call; other numbers are inactive results; i = inactive; . = not tested or not shown.
DNMT1 inh	Scp-1 inhibitor	CSN deneddyl inh	Rpn11 block	NadD inh	MsrA inh	LMPTP inh	STEP inh	Tb MetRS inh	SUMO1 PPI mod	canonical_smiles
6	.	-4	i	16	0.4	-3.7	3	0.7	0	COc1ccc(NC(=O)Nc2ccc3c(c2)C(=O)N([C@H](C)CO)C[C@H](C)[C@H](CN(C)Cc2ccc(C(=O)O)cc2)OCCCC[C@@H](C)O3)cc1
2	-3	-1	i	-7	0.6	-1.5	3	-0.7	6	Cc1cc(=O)[nH]c2ccc(S(=O)(=O)Nc3ccc(O)cc3)cc12
-4	-7	0	i	-6	-0.2	-0.2	2	-0.6	-2	Cc1cc(C(=O)NCCCOC(C)C)c2ccccc2n1
4	-1	2	i	-6	1.2	-1.5	-2	0.3	7	Cc1c(C)c2ccc(OCC(=O)N3CCC[C@@H]3C(=O)O)c(C)c2oc1=O
5	0	2	i	-1	-1.5	-0.9	-1	-0.4	1	O=C(OC(C(=O)NCc1cccs1)c1ccccc1F)c1ccco1 (configuration not stated)
2	-7	-3	i	-5	-0.1	-0.9	-4	-0.9	2	CCOc1ccc(C(=O)OC2CCN(C)CC2)cc1
-2	5	4	i	4	-0.8	-0.1	5	0.0	-3	CCCCN=Cc1c(C)[nH]n(-c2ccccc2)c1=S
-2	-7	-3	i	0	3.0	-1.2	2	0.3	-2	O=C(c1ccc2nc[nH]c2c1)N1CCc2ccccc2C1
2	-3	-3	i	-6	-0.2	-0.9	-1	-0.5	1	COc1ccc(CCNC(=O)[C@H](C)NC(=O)[C@@H]2CSC3c4ccccc4C(=O)N32)cc1 (some centres not stated)
5	0	0	i	-1	0.4	0.1	-3	-1.2	-15	COc1ccc(C(=O)C2CCCN(Cc3ccc4nonc4c3)C2)c(OC)c1 (configuration not stated)
70*	70*	36*	i	7	1.2	32	10	0.0	22	Cc1cc2c(SCC(=O)Nc3cccc(O)c3)ncnc2s1
6	-14	0	i	-2	0.8	-0.6	-4	-0.7	2	CCN1C(=O)c2ccccc2S(=O)c2ccc(C(=O)N3CCN(C(=O)c4ccco4)CC3)cc21 (configuration not stated)
-7	-2	2	i	4	-0.1	6.3	5	0.1	0	Cc1ccc(N2CC(C)Cn3c2nc2c3c(=O)n(CC(=O)OCc3ccccc3)c(=O)n2C)cc1C (configuration not stated)
1	-7	-2	i	2	-0.5	-0.9	2	-0.8	-2	COc1ccc(/C(C)=N/NC(=O)CNC(=O)c2ccco2)cc1
-2	-9	-6	i	-7	-0.1	-0.5	2	-0.3	-4	Cc1nc(N2CCOCC2)sc1C(=O)NN
-1	-5	-6	i	0	-0.5	0.3	3	-0.2	4	COc1cccc(CN(C)C(=O)C2CC(=O)N(c3ccc4c(c3)OCCO4)C2)c1 (configuration not stated)
1	-12	0	i	-2	-0.6	-1.1	-2	0.5	-4	COc1ccc(Cn2nnnc2C(c2ccccc2Cl)N2CCC(C(N)=O)CC2)cc1 (configuration not stated)
1	-8	-2	i	3	-1.3	0.4	1	-1.1	3	COC(=O)c1ccc(NC(=O)Cc2ccccc2)cc1
-4	-5	1	i	-2	0.3	8.1	-1	-1.7	-2	COc1ccc(NC(=O)CCN2CCCCCC2)cc1
2	-8	0	i	-1	1.0	0.6	0	-0.4	-2	O=C(COC(=O)c1ccccc1F)NNC(=O)c1ccccc1
16	-1	71	.	9	0.9	17	-2	0.0	-25	CN(C)c1ccc(/C=C(/C#N)C(=O)NCc2ccccc2)o1
0	-11	6	i	-7	0.8	2.0	-2	-1.0	0	NC(=O)c1ccc(C(F)(F)F)n(Cc2ccc(Cl)cc2)c1=O
-18	-9	-4	i	0	0.1	0.3	2	-0.6	-31	CC(C)C1OC2c3cccc4cccc(c34)C2N1c1ccccc1 (configuration not stated)
1	0	3	i	8	0.6	-0.1	4	0.1	20	COc1cccc(-c2nc(-c3ccccc3)c(-c3ccccc3)[nH]2)c1OCC(=O)O

# Printed as active in CSN deneddyl inh, of those listed so far:
DNMT1 inh	Scp-1 inhibitor	CSN deneddyl inh	Rpn11 block	NadD inh	MsrA inh	LMPTP inh	STEP inh	Tb MetRS inh	SUMO1 PPI mod	canonical_smiles
70*	70*	36*	i	7	1.2	32	10	0.0	22	Cc1cc2c(SCC(=O)Nc3cccc(O)c3)ncnc2s1

# Look-ups from the list.
# Tb MetRS inh, CC(C)C1OC2c3cccc4cccc(c34)C2N1c1ccccc1 (configuration not stated) = -0.6
# SUMO1 PPI mod, COc1ccc(/C(C)=N/NC(=O)CNC(=O)c2ccco2)cc1 = -2

# The results go on.
DNMT1 inh	Scp-1 inhibitor	CSN deneddyl inh	Rpn11 block	NadD inh	MsrA inh	LMPTP inh	STEP inh	Tb MetRS inh	SUMO1 PPI mod	canonical_smiles
8	-3	0	i	10	-0.2	1.7	2	-0.5	-1	c1csc(C2Nc3ccccc3-c3nc4ccccc4n32)c1 (configuration not stated)
-1	.	1	i	5	0.1	2.4	1	-0.3	-1	COc1cccc(NC(=O)C2(C)CCN2Cc2ccc(-c3ccccc3)o2)c1 (configuration not stated)
3	-3	1	i	0	-0.1	-0.6	1	-0.2	5	COc1ccc(S(=O)(=O)N2CCCC(C(=O)N3CCCC3)C2)cc1OC (configuration not stated)
-2	3	-3	i	-4	1.3	0.1	0	0.0	1	Cc1cccc2cc(CN(Cc3ccco3)C(=O)c3cccs3)c(=O)[nH]c12
1	-7	4	i	-2	-0.2	-1.0	-3	0.0	-6	COCCn1c(SCC(=O)Nc2cc(C)on2)nnc1-c1ccco1
-1	0	3	i	0	-0.3	-0.5	-3	-0.2	1	COc1ccc(OCC(=O)NNC(=O)C(=O)N2CCCC2)cc1
1	-3	1	i	-1	1.5	-1.7	8	0.5	2	Cc1ccc2c(c1)CC1(CN2C)C(=O)OC(C)(C)OC1=O
3	0	-1	i	0	-0.2	-1.1	-2	-0.2	3	Cc1cc(C)n2nc(SC(C)C(=O)Nc3ccccc3F)nc2n1 (configuration not stated)
1	-9	-5	i	-2	-0.7	-0.5	-2	-0.4	-1	CC(=O)N1CCN(S(=O)(=O)c2c(F)cc(F)c(Cl)c2F)CC1
19	-5	2	i	-3	.	0.5	0	-0.6	1	O=C(NCCc1cccc(Cl)c1)c1cc2ccccc2oc1=O
2	-3	-1	i	5	0.9	-0.1	-1	-0.1	-1	CCOC(=O)CNC(=O)c1cn(CC)c(=O)c2cc(OC)c(OC)cc12
29	-11	6	i	-4	-0.2	3.2	8	-0.3	-3	Cc1ccc(S/C=C\C(=O)c2ccccc2)cc1
1	-3	15	i	3	1.6	2.8	-4	-2.0	-16	O=C(COc1nc2ccccc2nc1N1CCOCC1)N1CCc2ccccc21
0	-5	-5	i	-1	0.5	0.3	-3	-0.4	6	COc1cc(OC)c(C(=O)OCC(=O)c2ccc3c(c2)NC(=O)CO3)cc1OC
-3	-4	-1	i	11	1.7	3.2	2	-0.7	-2	COc1ccc(NC2CS(=O)(=O)CC2NCc2ccco2)cc1 (configuration not stated)
10	-6	-4	i	-3	-0.1	-3.5	6	-0.9	-36	Cc1cccc(N2CCN(C(=S)Nc3ccc4nc(N5CCN(C)CC5)cc(C)c4c3)CC2C)c1 (configuration not stated)
8	0	-5	i	-5	-0.3	-0.7	-13	0.2	-30	O=C(CCN1C(=O)c2ccc([N+](=O)[O-])cc2C1=O)Nc1cccc(O)c1
-1	-11	1	i	-2	1.1	5.8	0	0.6	-15	Cc1nc2ccccc2n1CCOc1ccc([N+](=O)[O-])cc1
2	-18	-1	i	-13	1.8	0.9	0	0.3	-4	COc1ccc(N(CC(=O)Nc2cccc(N(C)S(C)(=O)=O)c2)S(=O)(=O)c2ccccc2)cc1Cl
-1	2	-7	i	-6	-0.7	0.4	0	0.7	1	CN(C)S(=O)(=O)c1ccccc1N=C=S
7	-1	4	i	5	1.1	-0.5	0	0.0	0	Cc1ccc2c(c1)N(CCC(=O)NC(C)C)C(=O)CO2
-1	-3	11	i	5	0.6	-0.2	-4	-0.8	-1	COc1ccc(-c2nc(C(N)=O)c3[nH]c(=O)n(-c4ccccc4OC)c3n2)c(OC)c1
-1	-1	9	i	0	-0.5	-0.5	1	0.0	-1	N#Cc1ncn(-c2ccc(Oc3ccccc3)cc2)c1N
0	-2	3	i	2	0.2	1.7	-3	0.5	-3	O=c1[nH]c2cccc(Cl)c2n(CCNc2ncc(C(F)(F)F)cc2Cl)c1=O
-2	-10	0	i	0	1.4	-1.0	-2	-0.1	-10	CCOc1ccccc1NC(=O)c1ccc2nccnc2c1
1	.	1	i	-2	-1.2	-1.3	0	-0.6	0	CS(=O)(=O)c1cc(N2CCOCC2)ccc1CNC[C@H]1O[C@@H](n2cnc3c(=O)[nH]c(N)nc32)[C@H](O)[C@@H]1O
2	-5	2	i	-5	-0.7	-2.8	-1	-0.4	0	Cc1ccc(N2CC(C(=O)NCc3ccccn3)CC2=O)cc1 (configuration not stated)
0	.	-5	i	-1	0.2	-2.6	-2	-0.3	-2	Cc1cc(CNC[C@H]2O[C@@H](n3cnc4c(N)ncnc43)[C@H](O)[C@@H]2O)no1
1	-1	9	i	-3	0.3	-0.8	-1	-1.2	1	COC(=O)Cn1cnc2ccccc2c1=O
3	-14	-3	i	-10	1.1	0.8	3	-0.3	0	Cc1cc(Cl)n2nc(C)c(-c3ccc(Cl)cc3)c2n1
-1	28	-2	i	8	0.4	-3.8	-4	-0.7	-15	Cc1ccc(C)c(NC(=O)c2cc[n+](C)cc2)c1
